PfHsp40 yeast: rescue of yeast from PfHsp40 toxicity, primary screen, S. cerevisiae, ATP luminescence; growth rescue, % at 12.5 µM; 340,000 compounds, 0.68% hits; S. cerevisiae expressing PfHsp40, growth rescue; in the data active means growth rescue above about 28%, passing the limit was not always enough; inconclusive means no clear call, values can overlap the other calls;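 further: yeast W303a lacking pdr1 and pdr3 grown in galactose medium; growth measured after three days at 30 °C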
BioA inh: M. tuberculosis BioA enzyme inhibitors, primary screen, biochemical, plate reader, single point, HTS | inhibition, % at 9.99 µM | AID 602481, 2012 | 7,8-diaminopelargonic acid synthase BioA (Mycobacterium tuberculosis) | purified M. tuberculosis BioA enzyme | 360,000 compounds, 0.096% hits; in the data active means inhibition above about 40%; inconclusive means no clear call, values can overlap the other calls
FadD28 binding: inhibitors of FadD28 bisubstrate probe binding, primary screen, biochemical, fluorescence polarization, single point; Mycobacterium tuberculosis FadD28 fatty-acid-AMP ligase; inhibition, % at 12.5 µM; 360,000 compounds, 0.22% hits; AID 588549, 2011; in the data active means inhibition above about 8.5%, passing the limit was not always enough; inconclusive means no clear call, values can overlap the other calls
UGM FP inh: M. tuberculosis UGM enzyme inhibitors, primary screen, biochemical, fluorescence polarization, single point; UDP-galactopyranose mutase (Mycobacterium tuberculosis (strain ATCC 25618 / H37Rv)), …; purified UGM, fluorescence polarization probe displacement; inhibition, % at 10 µM; 320,000 compounds, 0.06% hits; AID 504406, 2011; in the data active means inhibition above about 10%, passing the limit was not always enough; inconclusive means no clear call, values can overlap the other calls
FBA Mtb inh: Mtb FBA enzyme inhibitors, primary screen, biochemical, fluorescence, strain H37Rv; 360,000 compounds, 2.3% hits; inhibition, % at 1 µM; purified M. tuberculosis FBA, fluorescence read-out; in the data active means inhibition above about 27%;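 further: 0% = vehicle and 100% = reference inhibitor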
Anthrax LF inh2: Bacillus anthracis LF protease inhibitors, primary screen, biochemical, multiplex microsphere, MLPCN library. Lethal factor (Bacillus anthracis), P15917. multiplex microsphere protease cleavage assay. inhibition, % at 10 µM. 360,000 compounds, 0.12% hits. AID 588501, 2011; further: plate controls were buffer without enzyme for full effect and enzyme alone for no effect
Target sequence (P15917 whole entry, looked up): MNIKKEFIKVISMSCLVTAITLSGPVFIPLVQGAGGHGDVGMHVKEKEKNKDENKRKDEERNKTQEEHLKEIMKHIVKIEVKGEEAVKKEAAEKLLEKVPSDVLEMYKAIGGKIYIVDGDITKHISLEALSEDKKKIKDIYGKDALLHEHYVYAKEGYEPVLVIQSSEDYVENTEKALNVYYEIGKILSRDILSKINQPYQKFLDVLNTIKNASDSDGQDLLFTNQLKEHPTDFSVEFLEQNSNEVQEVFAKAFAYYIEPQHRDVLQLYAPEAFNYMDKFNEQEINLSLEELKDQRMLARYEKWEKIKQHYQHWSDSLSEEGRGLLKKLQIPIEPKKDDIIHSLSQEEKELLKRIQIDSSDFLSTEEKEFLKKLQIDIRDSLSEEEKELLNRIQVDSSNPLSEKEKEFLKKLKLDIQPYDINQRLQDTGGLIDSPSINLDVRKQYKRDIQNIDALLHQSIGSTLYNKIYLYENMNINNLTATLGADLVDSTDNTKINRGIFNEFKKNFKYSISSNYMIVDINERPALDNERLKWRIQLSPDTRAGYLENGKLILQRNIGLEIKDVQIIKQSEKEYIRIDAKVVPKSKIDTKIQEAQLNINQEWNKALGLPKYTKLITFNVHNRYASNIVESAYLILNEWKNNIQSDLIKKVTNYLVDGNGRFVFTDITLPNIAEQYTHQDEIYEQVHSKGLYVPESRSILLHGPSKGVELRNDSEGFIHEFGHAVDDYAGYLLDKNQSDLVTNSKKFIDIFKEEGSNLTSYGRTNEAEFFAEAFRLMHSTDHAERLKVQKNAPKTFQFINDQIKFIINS
GDH-TPI counter: GDH-TPI coupling enzyme inhibitors, primary screen, artefact control for M. tuberculosis FBA inhibitor project, biochemical, absorbance, full deck. GDH-TPI coupled enzyme counterscreen, NADH absorbance. 360,000 compounds, 1.2% hits. AID 588335, 2011. inhibition, % at 4.8 µM; in the data active means inhibition above about 30%;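 further: 0% = DMSO wells and 100% = wells lacking the enzyme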
BoNT-A LC inh2: BoNT/A light chain protease inhibitors, primary screen, biochemical, flow cytometry, MLPCN library; Botulinum neurotoxin type A light chain protease (Clostridium botulinum A str. ATCC 3502); multiplex microsphere protease substrate cleavage; inhibition, % at 10 µM; 360,000 compounds, 0.17% hits; AID 588499, 2011; further: plate controls were buffer without enzyme for full effect and enzyme alone for no effect
BoNT F protease: BoNT/F light chain protease inhibitors, primary screen, biochemical, flow cytometry, MLPCN library; Botulinum neurotoxin type F light chain protease (Clostridium botulinum); Multiplex microsphere protease cleavage assay; inhibition, % at 10 µM; 360,000 compounds, 0.22% hits; AID 588497, 2011; in the data active means inhibition above about 35%, passing the limit was not always enough; inconclusive means no clear call, values can overlap the other calls; further: plate controls were buffer without enzyme for full effect and enzyme alone for no effect
Starred values were filed as active, the others as inactive; ? = inconclusive; / = not tested or not shown. Unless noted, no stated cut-off is given here; in the data, active means inhibition above about 30%; inconclusive means no clear call, values can overlap the other calls; inactive means below that.

SMILES | PfHsp40 yeast | BioA inh | FadD28 binding | UGM FP inh | FBA Mtb inh | Anthrax LF inh2 | GDH-TPI counter | BoNT-A LC inh2 | BoNT F protease
Cc1cc(C)c2c(CC(=O)NN(C)C)coc2c1 | -0.1 | -3.9 | -3.7 | 3.0 | 2.1 | -1.6 | -8.8 | -0.7 | -2.8
CN[C@H]1CCc2cc(OC)c(OC)c(OC)c2-c2ccc(N(C)CC(OC)OC)c(=O)cc21 | 1.3 | -0.9 | 1.5 | -1.0 | 2.1 | 3.7 | 16.4 | 5.0 | 0.7
CCCCC(=O)N(C)c1c(C)nc2ccc(C(=O)Nc3cccc(NS(C)(=O)=O)c3)cn12 | / | 0.2 | 1.4 | / | 5.2 | -3.1 | 1.3 | 0.1 | -4.0
CCOc1ccc2ncc(S(=O)(=O)c3ccccc3)c(N3CCN(c4ccc(OC)cc4)CC3)c2c1 | -1.5 | / | -0.9 | -2.3 | -1.8 | -1.4 | 4.7 | -0.6 | -4.9
COc1ccc(/C(N)=N/OC(=O)c2ccc3ccccc3c2)cc1OC | / | -1.3 | -4.6 | / | -3.8 | -6.8 | 2.7 | -0.7 | -1.2
COc1cc(S(=O)(=O)N(CCc2ccccc2)Cc2cccs2)ccc1-n1cnnn1 | -0.5 | 0.8 | -3.6 | 0.4 | -9.7 | -2.4 | -1.9 | 0.3 | -1.8
CC(C)Cn1nc(NC(=O)C(C)(C)C)c2cc3ccccc3nc21 | -0.4 | / | -1.6 | 3.0 | -0.7 | 4.1 | 3.4 | -0.6 | -7.2
CCCn1nnc(NC(=O)c2ccc(-c3cccc(Cl)c3)o2)n1 | 0.3 | -3.1 | -1.2 | 3.1 | 1.0 | 2.0 | 22.1 | 0.1 | -24.7
COc1ccc(S(=O)(=O)Cc2ccc(C(=O)N3CCN(c4ccc(Cl)cc4)CC3)o2)cc1 | 0.3 | -0.4 | 1.3 | -1.3 | 3.1 | -1.6 | -10.1 | -0.2 | -4.5
COc1cc(NC(=O)NCC2CCN(Cc3ccccc3Cl)CC2)cc(OC)c1OC | -1.9 | 1.4 | -2.1 | -0.5 | 1.2 | 2.3 | -4.8 | -3.8 | ?
CCO[C@@H]1OC(C(=O)N2CCOCC2)=C[C@H](c2ccc(C(F)(F)F)cc2)[C@H]1CCCO | -1.2 | -0.4 | -1.6 | -2.8 | 3.4 | 2.4 | 9.4 | -1.1 | -9.2
CCCn1c(SCC(=O)N(C)CC(=O)Nc2ccc(C)cc2)n[nH]c1=O | 0.2 | -4.3 | 0.3 | 1.4 | 5.4 | ? | 3.9 | 0.5 | -7.2
S=C(NC12CC3CC(CC(C3)C1)C2)N1CCCC1 | 0.2 | -1.8 | -3.1 | 0.6 | 0.7 | 0.6 | 3.0 | 0.5 | -0.5
COc1ccccc1NC(=O)c1ccc2c(O)c(S(=O)(=O)c3ccccc3)c(=O)[nH]c2c1 | -0.2 | -0.6 | -5.9 | 0.5 | -1.6 | -2.7 | 10.3 | -0.2 | -9.2
CCN(CC(=O)NC(C)C)C(=O)C(CCSC)NC(=O)c1cccc(C)c1 (configuration not stated) | 1.3 | -4.4 | 0.1 | 5.3 | 0.4 | 8.6 | 9.8 | -0.5 | -2.2

A draw from above in order of length of the SMILES, falling.
SMILES | PfHsp40 yeast | BioA inh | FadD28 binding | UGM FP inh | FBA Mtb inh | Anthrax LF inh2 | GDH-TPI counter | BoNT-A LC inh2 | BoNT F protease
CCOc1ccc2ncc(S(=O)(=O)c3ccccc3)c(N3CCN(c4ccc(OC)cc4)CC3)c2c1 | -1.5 | / | -0.9 | -2.3 | -1.8 | -1.4 | 4.7 | -0.6 | -4.9
CN[C@H]1CCc2cc(OC)c(OC)c(OC)c2-c2ccc(N(C)CC(OC)OC)c(=O)cc21 | 1.3 | -0.9 | 1.5 | -1.0 | 2.1 | 3.7 | 16.4 | 5.0 | 0.7
CCCCC(=O)N(C)c1c(C)nc2ccc(C(=O)Nc3cccc(NS(C)(=O)=O)c3)cn12 | / | 0.2 | 1.4 | / | 5.2 | -3.1 | 1.3 | 0.1 | -4.0

Next section:
SMILES | PfHsp40 yeast | BioA inh | FadD28 binding | UGM FP inh | FBA Mtb inh | Anthrax LF inh2 | GDH-TPI counter | BoNT-A LC inh2 | BoNT F protease
CCOc1ccc2nc(SC3CC(=O)N(c4cccc(OC)c4)C3=O)sc2c1 (configuration not stated) | 0.9 | / | -3.5 | -2.9 | -7.5 | -0.7 | 5.7 | 2.4 | 5.1
COc1cccc(/C(C)=N/Nc2ncc(Cl)cc2Cl)c1 | -0.3 | / | -2.3 | 3.3 | 4.1 | -1.3 | 12.6 | -1.2 | -10.3
Oc1ccccc1-[n+]1c(-c2ccccc2)cc(-c2ccccc2)c(O)c1-c1ccccc1 | 42.2* | -2.3 | -4.1 | 2.2 | 2.9 | -0.8 | 0.9 | -0.1 | -17.4
O=c1[nH]c2cc3c(cc2cc1CN(Cc1nnnn1CC1CCCO1)C1CCCC1)OCO3 (configuration not stated) | 1.0 | / | -1.9 | 1.3 | 75.6* | -2.4 | 11.5 | 0.8 | -3.9
COc1ccc(S(=O)(=O)NC(=O)C2(C)CCN2C(=O)Cc2ccccc2)cc1OC (configuration not stated) | / | -0.3 | 0.6 | / | 1.5 | -1.2 | -2.6 | -0.5 | -8.5
O=C1[C@@H](Oc2ccccc2)[C@@H](c2cccnc2)N1c1ccccc1 | 0.1 | -0.7 | -2.1 | / | -1.8 | -1.0 | 5.5 | 0.2 | 2.2
COc1ccc(/C=C/C(=O)c2ccccc2)cc1COc1ccccc1F | -1.0 | / | -0.3 | 0.1 | 1.7 | -6.8 | 3.0 | ? | -1.7
COc1ccc(C2/C(=C(/O)c3ccc(F)cc3)C(=O)C(=O)N2CCCN(C)C)cc1 (configuration not stated) | 1.2 | -0.9 | -4.8 | / | -1.9 | 2.1 | -7.5 | -0.1 | -6.1
COc1ccc(C(=O)Nc2cc(C)on2)cc1 | 0.6 | 6.8 | -2.3 | 0.7 | 2.1 | -2.5 | 4.4 | -0.3 | 1.5
Cc1ccc(Nc2c([N+](=O)[O-])ccc3nonc23)cc1C | -0.7 | 2.5 | -1.7 | -1.6 | -9.7 | 2.9 | -6.9 | -0.2 | -12.8
Cc1nc2c(c(=O)c3ccccc3n2C)c(=O)n1-c1ccccc1 | -0.2 | 2.0 | -2.3 | 2.1 | -3.7 | -1.8 | 2.3 | 2.6 | ?
COc1ccc(NC(=O)CSc2nnc(CCC(=O)O)c(=O)n2N)cc1 | 2.1 | / | -2.3 | -2.6 | 0.5 | -1.8 | -4.6 | 0.1 | 2.4
O=[N+]([O-])c1ccc(/C=N\N2CCN(Cc3ccccc3Cl)CC2)cc1 | / | 1.3 | -2.8 | / | -4.2 | -2.8 | 6.2 | 0.2 | -1.2
Cc1ccc(NC(=O)c2ccccc2N2C(=O)C3C4C=CC(C5CC45)C3C2=O)cc1C (configuration not stated) | 0.3 | 0.0 | -0.9 | -0.2 | -0.9 | 4.1 | 5.2 | -0.7 | -9.0
O=C(CCNS(=O)(=O)c1ccc2[nH]c(=O)oc2c1)Nc1cccc(Br)c1 | -0.7 | -0.1 | -5.9 | -0.5 | -0.3 | -3.7 | 8.1 | 1.3 | 7.8
CCCCNC(=O)CS(=O)Cc1nc(-c2cccc(Cl)c2)oc1C (configuration not stated) | 0.4 | -0.8 | -0.8 | -1.0 | 5.9 | 1.6 | -2.7 | 0.3 | 0.0
O=C(Nc1nc(-c2ccccc2)cs1)c1ccc2c(=O)n3c(nc2c1)CCCCC3 | 0.7 | / | -2.0 | -0.5 | 0.3 | -2.8 | 12.0 | 0.5 | -5.1
O=C1[C@H]2[C@@H](c3ccc(Cl)cc3)N3C(=O)N(c4cccc(Cl)c4)C(=O)[C@@]3(Cc3ccc(Cl)cc3)[C@H]2C(=O)N1C1CCCCC1 | 0.1 | -1.2 | -3.6 | -5.1 | 1.9 | 4.7 | 2.5 | 0.6 | -4.6
CCCc1nnc(NC(=O)CCN2C(=O)c3ccccc3C2=O)s1 | -0.5 | 0.3 | -3.7 | -0.8 | 0.4 | 4.0 | 9.2 | 0.8 | 2.0
Cc1ccc(NC(=O)N(CCC#N)Cc2ccccc2)cc1 | 0.0 | / | -4.9 | -0.4 | 0.6 | -6.3 | 0.0 | -0.8 | 0.8
COc1ccc(S(=O)(=O)Nc2cccc(-c3ccc(N4CCCCCC4)nn3)c2)cc1OC | -1.0 | 0.8 | -0.6 | 1.7 | -0.1 | -2.1 | 6.9 | 0.1 | -8.2
Cc1nn(CCOc2ccccc2Cl)c(C)c1[N+](=O)[O-] | -0.8 | -1.0 | -0.1 | -0.2 | -0.2 | 9.6 | -6.9 | -3.1 | -13.6
Cc1ccc(C(O)c2nc3ccccc3n2C)cc1 (configuration not stated) | -1.2 | 3.4 | -1.3 | -0.6 | -0.1 | -18.4 | 0.8 | -1.8 | 35.4*
CC1CCCC(C)N1C(=O)COC(=O)c1cc(-c2cccs2)nn1-c1ccccc1 (configuration not stated) | 3.0 | 0.5 | -19.4 | 0.6 | -1.2 | / | -3.1 | / | /
CC1CC(=O)N(c2ccc(NCc3ccccc3Cl)c([N+](=O)[O-])c2)C1=O (configuration not stated) | -0.1 | -0.4 | -1.9 | -0.1 | -7.9 | -0.4 | -0.7 | 0.3 | -2.3
COc1cccc(C2CC(c3cccs3)=NN2C(=O)c2ccco2)c1O (configuration not stated) | 0.8 | 28.8 | -3.6 | -0.4 | 1.4 | -0.7 | 16.4 | -2.2 | -8.5
CN(C)S(=O)(=O)c1ccc(N2CCCC2)c(C(=O)N2CCN(S(=O)(=O)c3ccccc3F)CC2)c1 | 0.5 | / | -0.4 | -2.1 | 0.2 | 1.9 | 0.0 | -2.1 | -2.5
CN(C)S(=O)(=O)c1ccc(NC(=O)COC(=O)C2COc3ccccc3O2)cc1 (configuration not stated) | 1.7 | -3.5 | 0.6 | 1.3 | 2.1 | 0.7 | 9.4 | -0.2 | -1.6
C/C(=N\NC(=O)CNC(=O)c1ccccc1F)c1ccco1 | -0.4 | -1.1 | -0.7 | -2.3 | 1.5 | 1.5 | 1.1 | 1.0 | -5.4
O=C(Nc1nnc([C@H]2C[C@H](O)[C@@H](CO)O2)s1)Nc1ccccc1Oc1ccccc1 | / | -1.7 | -1.3 | / | -2.8 | 2.0 | 11.5 | -0.4 | -5.8
Cc1nn(C)c(C(=O)N/N=C/c2ccc(-c3ccccc3)cc2)c1Cl | 0.7 | -1.3 | -0.9 | 0.7 | 2.1 | 0.8 | 18.6 | -2.5 | 1.2
Cc1[nH]c2ccccc2c1Cc1nnc(SCC(N)=O)o1 | 0.9 | -0.3 | -3.0 | 2.2 | 0.3 | 6.5 | 1.0 | -0.2 | -0.5
CCOC(=O)C(=O)N(C)c1c(CC)nc2c(OCCC3CCCCC3)cccn12 | / | 2.2 | -6.4 | / | 3.6 | -6.3 | -2.2 | -0.6 | -0.5
CC(C)(C)c1ccc(C(=O)Nc2ccccc2C(=O)NCCN2CCOCC2)cc1 | -0.5 | 0.8 | -0.3 | -1.3 | 7.0 | -3.0 | 1.7 | 1.6 | 10.2
Cc1nnc(SCc2ccc3c(c2)OCO3)s1 | -0.1 | 0.7 | 0.2 | -2.2 | 1.8 | -8.0 | -3.2 | 2.8 | 3.2
O=C(NCc1nnc(SCC(=O)N2CCOCC2)o1)c1c(F)cccc1F | 5.8 | -1.0 | 1.0 | 1.6 | 1.1 | -3.2 | -1.0 | 1.1 | -2.3
Cn1c(=O)c2c(ncn2CC(=O)OCC(=O)NCc2ccc(F)cc2)n(C)c1=O | / | -1.6 | 0.5 | / | 0.7 | 5.2 | 8.8 | 0.4 | 3.5

Screening results: PubChem, several laboratories
